Jurkat tox 60K – cytotoxicity toward Jurkat T cells, primary screen, cytotoxicity control, cell-based, Jurkat E6.1, 60K MLSMR library | Jurkat E6.1 viability, ATP luminescence, 48 h | inhibition, % at 4 µM | 56,000 compounds, 1.2% hits | AID 463, 2006;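 active means inhibition above the mean inhibition of all tested compounds plus 3 SD, cut at about 28% in these data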
Cdc25B block – inhibitors of Cdc25B phosphatase catalytic domain, primary screen, biochemical, OMFP fluorescence | recombinant Cdc25B, OMFP fluorescence Ex485/Em525 | inhibition, %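 (compounds tested at 10 µM final in the well)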 | 65,000 compounds, 0.1% hits | AID 368, 2006; in the data active means inhibition above about 50%
HEK293 NFkB inh – inhibitors of PMA/ionomycin-induced NF-kB reporter, primary screen, antigen receptor NF-kB inhibitor project, cell-based, HEK-293 luciferase reporter, luminescence | HEK-293 NF-kB luciferase reporter | inhibition, % at 3 µM | 62,000 compounds, 0.21% hits | AID 465, 2006;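 active means inhibition above the mean of all tested compounds plus 3 SD, cut at about 40% in these data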;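 further: 0% = stimulated DMSO wells and 100% = 10 µM reference inhibitor 5653914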
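System – HEK-293 cells with stable firefly luciferase reporter driven by four HIV NF-kB elements · Doses – one dose, 3 µM · Schedule – 1 h compound pre-incubation, 16 h PMA/ionomycin at 37 °C · Technique – luminescence from luciferase substrate reagent · Measure – percent inhibition normalized per plate to DMSO and reference-inhibitor controls · Replicates – tested once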
MKP-1 inh – MKP-1 phosphatase inhibitors, primary screen, biochemical, in vitro; Dual specificity protein phosphatase 1 (Homo sapiens), P28562; 65,000 compounds, 0.15% hits; inhibition, %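 (compounds tested at a single concentration somewhere between 10 and 100 µM)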; recombinant MKP-1, OMFP hydrolysis fluorescence;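 active means inhibition above about 50%, limit read from the data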;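 further: 0% = DMSO max control wells and 100% = wells with enzyme stopped by NaOH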
MMP-13 inhibitor – human MMP13 inhibitors, primary screen, biochemical, FRET peptide cleavage; inhibition, % at 4 µM; 65,000 compounds, 0.07% hits; MMP-13 fTHP FRET cleavage, Mca fluorescence;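 active means inhibition above the mean of compound-free control plate wells plus 3 SD, cut at about 14% in these data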;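 further: 0% = DMSO wells and 100% = wells with reference MMP-13 inhibitor after basal subtraction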
TNAP act mid DEA – human TNAP enzyme activators, primary screen, biochemical, luminescent, intermediate phosphate acceptor level. 64,000 tested, under 10 active. purified TNAP, CDP-star luminescence, 100 mM DEA, 30 min; active compounds read high; scale: 0 levamisole-inhibited, 1 vehicle-only enzyme. Alkaline phosphatase, tissue-nonspecific isozyme (Homo sapiens), P05186. activation factor at 20 µM;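 active means activation factor of at least 2 at 20 µM, relative to controls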
ROCK2 blocker – inhibitors of human ROCK2 kinase, primary screen, biochemical, high-throughput, luminescence | purified ROCK2, Kinase-Glo ATP depletion luminescence | inhibition, % at 6 µM | 60,000 compounds, 0.35% hits | AID 604, 2007;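 active means inhibition above the screen-wide mean inhibition plus 3 SD, cut at about 18% in these data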;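 further: plate controls were DMSO wells for no effect and Y-27632 control wells after no-enzyme background subtraction for full effect; many of its hits are not listed in these tables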
Target sequence (O75116 whole entry, looked up): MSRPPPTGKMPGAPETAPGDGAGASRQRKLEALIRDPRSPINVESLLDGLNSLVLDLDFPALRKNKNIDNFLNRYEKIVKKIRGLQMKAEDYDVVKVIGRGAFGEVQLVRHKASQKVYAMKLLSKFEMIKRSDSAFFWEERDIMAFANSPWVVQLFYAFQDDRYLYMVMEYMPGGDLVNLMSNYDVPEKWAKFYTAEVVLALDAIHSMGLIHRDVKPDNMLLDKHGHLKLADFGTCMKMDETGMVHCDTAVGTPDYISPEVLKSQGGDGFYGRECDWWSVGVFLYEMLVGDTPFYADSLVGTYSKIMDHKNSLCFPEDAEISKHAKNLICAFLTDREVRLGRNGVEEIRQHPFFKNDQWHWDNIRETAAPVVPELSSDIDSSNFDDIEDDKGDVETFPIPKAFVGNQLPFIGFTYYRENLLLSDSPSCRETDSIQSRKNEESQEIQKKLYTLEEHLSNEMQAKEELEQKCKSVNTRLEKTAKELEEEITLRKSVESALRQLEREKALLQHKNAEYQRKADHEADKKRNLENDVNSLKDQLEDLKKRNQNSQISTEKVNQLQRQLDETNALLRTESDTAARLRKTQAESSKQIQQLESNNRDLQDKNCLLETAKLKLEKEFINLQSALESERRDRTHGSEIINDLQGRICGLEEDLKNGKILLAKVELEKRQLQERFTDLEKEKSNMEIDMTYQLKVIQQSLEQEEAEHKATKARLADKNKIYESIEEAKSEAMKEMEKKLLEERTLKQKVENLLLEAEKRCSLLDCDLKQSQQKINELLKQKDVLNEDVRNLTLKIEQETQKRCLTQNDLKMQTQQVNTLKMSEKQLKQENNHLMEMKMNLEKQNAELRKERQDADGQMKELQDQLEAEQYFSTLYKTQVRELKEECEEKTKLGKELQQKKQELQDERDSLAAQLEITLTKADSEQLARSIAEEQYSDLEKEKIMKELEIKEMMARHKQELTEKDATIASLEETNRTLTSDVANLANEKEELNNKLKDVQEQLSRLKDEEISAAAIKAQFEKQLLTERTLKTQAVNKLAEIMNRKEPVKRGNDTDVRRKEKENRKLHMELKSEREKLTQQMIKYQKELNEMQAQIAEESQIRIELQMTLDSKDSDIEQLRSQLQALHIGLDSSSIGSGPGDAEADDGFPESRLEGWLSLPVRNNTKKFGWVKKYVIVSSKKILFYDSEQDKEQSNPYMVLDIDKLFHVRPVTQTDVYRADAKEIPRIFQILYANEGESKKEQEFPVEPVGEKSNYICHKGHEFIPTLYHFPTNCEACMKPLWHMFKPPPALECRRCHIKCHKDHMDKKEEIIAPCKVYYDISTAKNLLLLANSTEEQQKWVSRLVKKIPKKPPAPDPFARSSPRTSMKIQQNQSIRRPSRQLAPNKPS
PKA inh – inhibitors of human PKA kinase activity, primary screen, biochemical, ATP-depletion luminescence, Kemptide substrate; PKA Kemptide phosphorylation, Kinase-Glo ATP luminescence; inhibition, % at 6 µM; 65,000 compounds, 0.1% hits; AID 524, 2006;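 active means inhibition above the screen-wide mean inhibition plus 3 SD, cut at about 21% in these data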; further: many of its hits are not listed in these tables
JNK3 inh – JNK3 kinase activity inhibitors, primary screen, biochemical, human, purified enzyme; Mitogen-activated protein kinase 10 (Homo sapiens), P53779; HTS; inhibition, % at 8 µM; 60,000 compounds, 0.61% hits; in the data active means inhibition above about 17%;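 further: 0% = DMSO and 100% = reference inhibitor; many of its hits are not listed in these tables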
* hit, by the source's call; · = not tested or not shown.

Preview (three entries):
nr	structure	HEK293 NFkB inh	TNAP act mid DEA	ROCK2 blocker	MKP-1 inh	MMP-13 inhibitor	PKA inh	Cdc25B block	JNK3 inh	Jurkat tox 60K
1	O=C(c1ccc(=O)[nH]c1)N(Cc1ccco1)C1(C(=O)NC2CCCC2)CCCCC1	9	0.9	·	3	-2	-7	-17	·	·
2	O=C(Cn1cnc2c(cnn2-c2ccccc2)c1=O)NC1CCCC1	25	0.9	-2	11	-8	-2	7	-1	6
3	COc1ccc(Cn2nnnc2CN(Cc2cc3cccc(C)c3[nH]c2=O)C2CCCC2)cc1	5	0.9	2	5	5	8	-10	-3	-1

Results (from the top)
nr	structure	HEK293 NFkB inh	TNAP act mid DEA	ROCK2 blocker	MKP-1 inh	MMP-13 inhibitor	PKA inh	Cdc25B block	JNK3 inh	Jurkat tox 60K
1	O=C(c1ccc(=O)[nH]c1)N(Cc1ccco1)C1(C(=O)NC2CCCC2)CCCCC1	9	0.9	·	3	-2	-7	-17	·	·
2	O=C(Cn1cnc2c(cnn2-c2ccccc2)c1=O)NC1CCCC1	25	0.9	-2	11	-8	-2	7	-1	6
3	COc1ccc(Cn2nnnc2CN(Cc2cc3cccc(C)c3[nH]c2=O)C2CCCC2)cc1	5	0.9	2	5	5	8	-10	-3	-1
4	COc1ccc(C2CC(c3ccco3)n3ncnc3N2)cc1 (configuration not stated)	12	0.8	4	-9	-4	7	-12	0	-3
5	Cc1cc(NC(=O)c2cnccn2)no1	10	1	5	4	-2	6	-12	-2	-3
6	CC1(C)CC(=O)c2c(noc2-c2ccccc2)C1	6	1	7	-7	1	12	-15	9	-3
7	COCCCNC(=O)c1cc2c(s1)CS(=O)(=O)C2	0	0.9	·	13	-4	6	-5	·	·
8	COc1ccc(C)cc1NC(=O)c1cc2c(C)nc3ccccc3c2o1	13	0.9	1	30	-3	4	-8	-16	0
9	CC(=O)c1cccc(N2C(=NC(=O)C(C)C)SC3CS(=O)(=O)CC32)c1 (configuration not stated)	3	1	-2	-14	0	4	1	-1	-1
10	CCOC(=O)N1CCN(C(=O)c2cccc(OC)c2OC)CC1	11	1	1	8	-1	4	-14	0	0
11	CC1(C)Oc2ccc(C(=O)N3CCCCC3)cc2N(CC(=O)NCc2ccccc2)C1=O	7	1	4	-10	-2	9	0	-5	0
12	Cc1ccc(-n2nnnc2SCC(N)=O)c(C)c1	8	1	6	1	2	7	0	-1	-3
13	COc1cccc(C2C(C(=O)c3cc4ccccc4o3)=C(O)C(=O)N2CCN(C)C)c1OC (configuration not stated)	·	0.8	-16	-2	-2	-2	20	11	·
14	CCSc1nc2c(cnn2-c2ccc(C)cc2)c(=O)[nH]1	7	0.9	1	13	-1	-4	-5	-9	-10
15	O=C(CCNS(=O)(=O)c1ccc2c(c1)CCC(=O)N2)Nc1ccc2c(c1)OCCO2	11	0.9	6	0	-2	14	4	4	4
16	CCSc1nnc(NC(=O)CSc2nccn2-c2cccc(C)c2C)s1	7	1	-6	10	4	-7	32	10	10
17	COC(=O)c1sc(NC(=O)C2CCCCC2C(=O)O)c(C(=O)OC)c1C (configuration not stated)	18	0.9	4	12	2	-2	-4	4	-2
18	CCn1c(SCC(=O)Nc2cccc(C)c2)nc2c(c1=O)SC(C)C2 (configuration not stated)	14	0.8	6	11	0	8	-12	-5	4
19	O=C(CCN1C(=O)C2C3C=CC(C3)C2C1=O)Nc1c(F)cc(F)cc1Br (configuration not stated)	1	1	-5	-7	1	-6	7	-2	5
20	COCC(=O)Nc1nnc(Cc2ccc(OC)c(OC)c2)s1	9	0.9	4	5	2	9	-3	6	-4
21	CC(OC(=O)c1cccs1)C(=O)NCc1ccc2c(c1)OCO2 (configuration not stated)	2	0.9	5	14	5	7	-11	-6	-3
22	COc1ccc(NC(=O)CN2C(=O)CC(C)(C)S(=O)(=O)c3ccccc32)cc1	13	0.9	2	8	-13	0	0	-3	4
23	C=CCn1c(C(C)NC(=O)CC)nc2ccccc21 (configuration not stated)	13	1	4	3	3	12	-8	0	-3
24	N#Cc1c(SCC(=O)Nc2nccs2)nc2c(c1-c1ccco1)CCCC2	0	0.9	1	6	1	-4	-1	-5	-1
25	CCCCN1C(=O)c2ccc(C(=O)Nc3cccnc3)cc2C1=O	13	0.9	2	17	3	2	-5	9	1
26	CC(=O)C(Sc1ncnc2c1nnn2-c1ccc(F)cc1)C(=O)N(C)C (configuration not stated)	7	0.8	-3	-8	4	3	-12	1	6
27	CCOC(=O)c1c(C)[nH]c(C(=O)CN2CC(C)OC(C)C2)c1C (configuration not stated)	19	0.9	-8	21	-1	-6	-5	-9	12
28	O=C(NCc1cccnc1)C1c2ccccc2C(=O)N1Cc1ccco1 (configuration not stated)	-1	0.9	5	5	2	8	-3	1	-8
29	COc1ccc(C(=O)Nc2ccc(S(=O)(=O)Nc3nccnc3OC)cc2)cc1OC	-6	0.9	4	-2	2	0	7	-8	-1
30	Cc1ccc(-n2ncc(C(=O)NCc3ccc4c(c3)OCO4)c2NC(=O)c2ccco2)cc1C	0	1	4	2	2	9	-12	3	1
31	Cc1c(C(=O)O)[nH]c2c1C(=O)CC(c1ccccc1)C2 (configuration not stated)	16	0.9	·	4	3	6	-4	·	·
32	C=CCOn1c(=O)c(=O)n(OCc2ccccc2)c2ccccc21	12	0.8	1	-9	5	0	-3	1	1
33	O=C(C1CCN(S(=O)(=O)c2cnc[nH]2)CC1)N1CCN(c2ncccn2)CC1	11	0.9	1	-7	-2	-2	14	6	-7
34	COCCN1C=C(C(=O)OC)C(c2ccc(OC)c(OC)c2)C(C(=O)OC)=C1	19	1	0	7	-35	-2	-16	-5	-2
35	CCn1c(N2CCN(CC(=O)Nc3cccc(C)c3C)CC2)nc2ccccc21	10	1.1	9	13	-2	5	-7	0	-5
36	O=c1c(/C=N/O)coc2ccc3ccccc3c12	9	1	-3	-4	-1	2	1	1	1
37	Cn1c(=O)oc2cc(S(=O)(=O)NCc3ccccn3)ccc21	11	0.9	0	5	1	11	-10	2	-6
38	CC1CCN(CC(=O)N2c3ccccc3CCc3ccccc32)CC1	18	1	2	7	2	1	-9	-5	0
39	COCCCn1c(SCc2cc(=O)[nH]c3ccccc23)nnc1-c1ccco1	12	1	-8	-1	3	-6	2	-1	-4
40	O=C(Oc1ccnc2cc(Cl)ccc12)N1CCCCCC1	5	0.9	4	6	0	5	-21	0	10
41	COc1ccc(C(c2nnnn2C(C)(C)C)N2CCN(C)CC2)cc1OC (configuration not stated)	13	1	4	1	-1	1	-10	0	-3
42	CCc1c(C)nc(SCCOc2ccc(OC(C)C)cc2)[nH]c1=O	11	0.9	9	-8	2	7	-4	0	-4
43	O=C(NC1CCCCCC1)c1nnc(Cc2ccc(Cl)cc2)o1	9	0.9	4	0	2	11	-3	-4	5
44	CC1(C)Cc2c(C#N)c(N3CCN(C(=O)c4ccco4)CC3)nc(Cc3ccccc3)c2CO1	·	0.9	-2	-36	-38	-3	0	-4	·
45	COc1ccc(-c2noc(CCC(=O)Nc3ccc(C)c(C)c3)n2)cc1	-3	0.9	3	27	-6	6	-6	-7	6
46	Cc1ccc2oc(=O)c3cnn(CC(=O)NCCCOC(C)C)c3c2c1	8	0.9	-2	9	2	-11	-5	1	6
47	COc1ccc(N2C(=O)CCC(C(=O)Nc3cccc(C)n3)C2c2ccc(OC)c(OC)c2)cc1 (configuration not stated)	9	0.9	·	15	0	-8	-13	·	·
48	O=C1C=C(c2ccccc2)C(O)(c2ccccc2)C1 (configuration not stated)	1	1	0	8	1	2	-13	4	-2
49	COc1cc(/C=N/n2cnnc2)ccc1OC(=O)c1ccncc1	5	1	4	-2	-8	-5	0	-3	2
50	CCOc1ccc(S(=O)(=O)n2nnc3ccccc32)cc1C(C)C	11	0.9	8	-2	6	11	-1	5	-7
51	N#C/C(=C1\CCCN1)c1ccc2ccccc2n1	8	1	·	5	3	13	-9	·	·
52	Cc1cnc(NC(=O)c2ccco2)s1	2	1	·	7	6	6	-8	·	·
53	Cc1ccc(OCC(=O)N2CCC(N3CCCCCC3)CC2)cc1	·	0.9	6	-25	5	6	-11	-2	·
54	CC(C)c1ccc(-c2nc(N3CCCCC3)[nH]c(=O)c2C#N)cc1	10	0.9	·	12	0	4	-8	·	·
55	CC(OC(=O)c1cc2sccc2n1C)C(=O)NCc1ccc2c(c1)OCO2 (configuration not stated)	20	0.9	-3	1	5	-1	3	2	1
56	CC1(C)CC(=O)c2sc(NC(=O)CN3C(=O)CCC3=O)nc2C1	14	0.8	1	5	-6	2	-8	-2	-2
57	COC(=O)c1c(NC(=O)CN2CCN(c3ccccc3)CC2)c2c(C)cccc2n1C	18	1	-3	10	0	0	-4	-9	0
58	O=C(Nc1cccnc1)c1cccs1	-2	1	0	-5	1	5	-13	9	5
59	Cc1ccc(Cl)cc1N1CCN(C(CC(C)C)c2nnnn2CC2CCCO2)CC1 (configuration not stated)	16	1	1	21	-8	3	-6	1	-7
60	Cc1cccc(C)c1OCC(=O)Nc1cccc(NC(=O)c2ccco2)c1	20	0.9	6	-4	1	2	-5	6	2

New compounds follow.
nr	structure	HEK293 NFkB inh	TNAP act mid DEA	ROCK2 blocker	MKP-1 inh	MMP-13 inhibitor	PKA inh	Cdc25B block	JNK3 inh	Jurkat tox 60K
61	Cc1ccc(S(=O)(=O)Cn2nnnc2CN(Cc2ccco2)Cc2cccs2)cc1	12	0.7	-3	-4	2	8	-17	0	6
62	COc1ccc2c(c1)C(=O)N(c1ccccc1OC)C(=O)C2(C)C	15	0.9	4	30	-3	8	-3	-3	-3
63	CCCN(CCC)c1nc2ccccc2nc1C(C#N)C(=O)OC(C)COC (configuration not stated)	·	0.9	2	-18	-2	5	4	1	·
64	O=C(O)C1C2C=CC(C2)C1C(=O)OCc1ccccc1 (configuration not stated)	6	0.9	7	15	2	12	6	-1	-5
65	CN(C)C(=O)CSc1nnc(C23CC4CC(CC(C4)C2)C3)o1	-24	0.9	5	-10	-1	4	-4	7	-4
66	Cc1cc(NC(=O)CSc2cn(CCNC(=O)c3ccccc3)c3ccccc23)no1	8	0.9	-2	10	2	-10	7	4	-8
67	COc1ccc(NC(=O)CN2CCN(C3c4ccccc4-c4ccccc43)CC2)c(OC)c1	21	1	-4	27	3	-5	-9	-1	8
68	Cc1cc2c(c(=O)o1)C(C13C=CC(CC1)C3)C(C#N)=C(N)O2 (configuration not stated)	3	1	6	-7	-2	4	-16	8	-3
69	CCCc1cc2c(c(NC(C)=O)n1)c(=O)oc1ccccc12	3	1	2	-2	-3	7	-15	-3	-1
70	O=C1c2ccccc2C(=O)N1Cc1nn2c(-c3ccc(Cl)cc3)nnc2s1	8	0.9	-4	-14	-5	-13	-4	-9	2
71	CC1(C)CC2(CCO1)N1CC3(C)CN2CC(C)(C1)C3O (configuration not stated)	7	0.9	5	0	4	10	-5	2	1
72	CS(=O)(=O)NC1c2cccc3cccc(c23)C1N1CCOCC1 (configuration not stated)	11	0.9	3	2	0	3	-2	4	-4
73	O=C(Nn1cc(C(=O)N2CCN(c3ccccc3F)CC2)c2ccccc2c1=O)c1cnccn1	15	1	·	33	2	-1	-4	·	·
74	CNC(=O)C1CC(=O)N(c2ccc(F)c(Cl)c2)C1 (configuration not stated)	11	1	5	1	-5	7	1	2	-6

Bioassay records from PubChem BioAssay.
